FAS TE block – FAS thioesterase domain inhibitors, primary screen, biochemical, fluorescence intensity, uHTS; hit rate 0.67% among 360,000; recombinant FAS-TE, OMFH fluorogenic substrate, fluorescence endpoint; inhibition, % at 15 µM; Fatty acid synthase (Homo sapiens), P49327;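 active = compounds whose normalised, plate-corrected inhibition of enzyme fluorescence in the single-dose primary screen is 50% or more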;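 also: 0% = DMSO with enzyme and 100% = substrate without enzyme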
eLon inh – inhibitors of E. coli Lon protease, primary screen, biochemical, fluorescence polarization; inhibition, % at 7.94 µM; purified E. coli Lon protease; hit rate 0.42% among 360,000; AID 602123, 2011; P0A9M0; in the data active = inhibition above about 13%, passing the limit was not always enough;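 also: 0% = enzyme with probe and DMSO and 100% = no enzyme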
Neddyl block – inhibitors of cullin neddylation, primary screen, biochemical, TR-FRET, uHTS, NAE and Ubc12; NEDD8-conjugating enzyme Ubc12 (Homo sapiens) + NEDD8-activating enzyme E1 regulatory …; calls only at 25 µM; hit rate 0.58% among 360,000; in the data active = inhibition above about 36%
Rin1-Abl PPI inh – inhibitors of Rin1-Abl protein binding, primary screen, biochemical, TR-FRET; Tyrosine-protein kinase ABL1 (Homo sapiens) + Ras and Rab interactor 1 (Homo sapiens), …; hit rate 0.4% among 360,000; inhibition, % at 7.35 µM; in the data active = inhibition above about 5%, passing the limit was not always enough
Target sequence (P00519 whole entry, looked up): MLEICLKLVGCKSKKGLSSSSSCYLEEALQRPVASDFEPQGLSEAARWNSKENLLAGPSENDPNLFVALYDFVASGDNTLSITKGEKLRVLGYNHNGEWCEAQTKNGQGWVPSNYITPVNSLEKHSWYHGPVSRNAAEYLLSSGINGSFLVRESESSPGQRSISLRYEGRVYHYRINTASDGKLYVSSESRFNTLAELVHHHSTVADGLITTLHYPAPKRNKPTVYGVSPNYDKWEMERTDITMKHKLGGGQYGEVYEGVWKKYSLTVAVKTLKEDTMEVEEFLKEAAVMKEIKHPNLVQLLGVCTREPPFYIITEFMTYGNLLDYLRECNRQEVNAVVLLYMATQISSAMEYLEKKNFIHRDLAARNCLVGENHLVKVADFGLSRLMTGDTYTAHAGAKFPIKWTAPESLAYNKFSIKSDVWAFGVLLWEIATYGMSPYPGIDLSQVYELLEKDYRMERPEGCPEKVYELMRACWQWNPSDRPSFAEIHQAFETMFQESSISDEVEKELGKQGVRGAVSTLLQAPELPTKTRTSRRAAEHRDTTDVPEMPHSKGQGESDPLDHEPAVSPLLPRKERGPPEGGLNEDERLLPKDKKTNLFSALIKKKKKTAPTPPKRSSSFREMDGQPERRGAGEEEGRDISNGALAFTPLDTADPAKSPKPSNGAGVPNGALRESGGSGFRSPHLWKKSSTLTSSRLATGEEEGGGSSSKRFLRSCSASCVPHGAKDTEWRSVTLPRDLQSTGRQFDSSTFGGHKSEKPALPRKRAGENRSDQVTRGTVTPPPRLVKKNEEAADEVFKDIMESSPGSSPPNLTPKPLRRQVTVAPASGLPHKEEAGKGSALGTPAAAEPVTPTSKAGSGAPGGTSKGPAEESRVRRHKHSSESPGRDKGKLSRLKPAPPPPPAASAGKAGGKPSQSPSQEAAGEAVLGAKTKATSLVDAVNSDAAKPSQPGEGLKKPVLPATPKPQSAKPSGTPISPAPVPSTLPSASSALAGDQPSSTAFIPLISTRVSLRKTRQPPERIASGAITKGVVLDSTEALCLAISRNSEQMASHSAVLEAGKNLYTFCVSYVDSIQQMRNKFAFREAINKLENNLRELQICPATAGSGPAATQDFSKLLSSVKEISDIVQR
Target sequence (Q13671 whole entry, looked up): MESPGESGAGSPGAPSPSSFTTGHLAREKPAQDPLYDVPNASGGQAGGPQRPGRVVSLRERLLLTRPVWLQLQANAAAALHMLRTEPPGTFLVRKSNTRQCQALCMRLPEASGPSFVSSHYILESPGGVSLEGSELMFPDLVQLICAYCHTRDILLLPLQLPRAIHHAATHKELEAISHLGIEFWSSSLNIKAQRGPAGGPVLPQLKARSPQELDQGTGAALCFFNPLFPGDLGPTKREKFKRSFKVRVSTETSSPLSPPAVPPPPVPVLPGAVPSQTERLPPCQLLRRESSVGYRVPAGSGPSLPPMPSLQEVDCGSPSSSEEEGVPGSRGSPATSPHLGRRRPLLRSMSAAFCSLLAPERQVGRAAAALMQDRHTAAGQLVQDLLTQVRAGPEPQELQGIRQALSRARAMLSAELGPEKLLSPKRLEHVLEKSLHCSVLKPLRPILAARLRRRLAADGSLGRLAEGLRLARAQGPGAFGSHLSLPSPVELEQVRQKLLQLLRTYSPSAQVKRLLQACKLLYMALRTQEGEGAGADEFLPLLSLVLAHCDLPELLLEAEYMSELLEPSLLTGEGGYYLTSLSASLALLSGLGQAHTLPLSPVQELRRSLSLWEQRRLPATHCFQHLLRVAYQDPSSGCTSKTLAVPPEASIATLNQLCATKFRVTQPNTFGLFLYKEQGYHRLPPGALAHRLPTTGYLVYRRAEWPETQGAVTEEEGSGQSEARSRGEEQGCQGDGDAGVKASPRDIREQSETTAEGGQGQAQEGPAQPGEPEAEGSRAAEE
MsrA act – bovine MsrA enzyme activators, primary screen, biochemical, absorbance, HTS; Methionine sulfoxide reductase A (Bos taurus); activation, % at 10.6 µM; hit rate 0.3% among 360,000; purified bovine MsrA, absorbance read-out; in the data active = activation above about 7.5%;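 also: 0% = vehicle and 100% = reference activator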
PABP1 MLLE inh – inhibitors of PABP1 MLLE–PAM2 peptide binding, primary screen, biochemical, fluorescence polarization, FITC-PAM2, GST-MLLE; Polyadenylate-binding protein 1 (Homo sapiens), P11940; inhibition, % at 20 µM; hit rate 0.36% among 360,000; in the data active = inhibition above about 35%, passing the limit was not always enough;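 also: plate controls were DMSO wells with GST-MLLE for no effect and wells lacking GST-MLLE protein for full effect; some results filed as inactive read as strong as hits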
CSN inh – inhibitors of CSN-mediated cullin deneddylation, primary screen, biochemical, fluorescence polarization, uHTS. Purified CSN, SCF-Nedd8-OG deneddylation. inhibition, % at 12.5 µM. hit rate 0.38% among 360,000. AID 651999, 2013;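 active = pattern-corrected inhibition above about 35%, with an unprinted fluorescence ratio check between 0.5 and 1.5, limit read from the data, passing the limit was not always enough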;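 also: 0% = enzyme with substrate and 100% = substrate without enzyme; some results filed as inactive read as strong as hits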
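Schedule: reaction 90 min, room temperature / Assay system: HEK293T-derived human Csn5 enzyme / Input: Csn5 at 0.24 nM final / Measure: inhibition of Csn5 cleavage, % / Control set: substrate-only high control, full reaction low control / Technique: fluorescence polarization of the substrate / Buffer or medium: Tris/NaCl/DTT buffer, pH 7.5 / Reagent: SCFSkp2-Nedd8OG substrate at 10 nM final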
MsrA inhibitor – bovine MsrA enzyme inhibitors, primary screen, biochemical, absorbance, HTS | purified bovine MsrA, absorbance read-out | inhibition, % at 15.5 µM | hit rate 0.75% among 360,000 | AID 651718, 2012; in the data active = inhibition above about 4.5%;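 also: 0% = vehicle wells with enzyme and 100% = reference inhibitor wells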
Tb MetRS inh – T. brucei MetRS inhibitors, primary screen, biochemical, luminescence; methionyl-tRNA synthetase (Trypanosoma brucei brucei); purified T. brucei MetRS, ATP depletion, Kinase-Glo luminescence; inhibition, % at 11.9 µM; hit rate 0.4% among 360,000;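 active = inhibition above a per-plate cutoff of the control wells' mean inhibition plus 3 SD, cut at about 5.5% in these data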;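 also: 0% = DMSO wells median and 100% = median of wells with control inhibitor compound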
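Material: T. brucei methionyl-tRNA synthetase, purified; reagent: substrates ATP, L-methionine and bulk Escherichia coli tRNA; dosing: 11.9 µM single point; timing: 15 min plus 2 h at 25 °C; detection: luminescence of leftover ATP; evaluation: % inhibition; control set: DMSO-only wells as low control; replicates: singlicate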
Active calls of the source: *; i = inactive; x = no result given. No enrichment for hits, and some 4% of all compounds hit somewhere here.

(1) CN(C)S(=O)(=O)N1CCN(CC(=O)Nc2cc(Cl)ccc2Cl)CC1
(2) CC1CN(CCS(=O)(=O)c2cc(Cl)ccc2Cl)CC(C)O1 (stereo not drawn)
(3) Cc1cccc(C(=O)NNC(=O)C(=O)NC(C)(C)C)c1
(4) CC(NC(=O)/C(C#N)=C/c1ccc([N+](=O)[O-])o1)c1ccccc1 (stereo not drawn)
(5) Cc1ccc(-c2csc(NC(=O)c3ccc(-c4ccccc4)cc3)n2)o1
(6) CC(=O)Nc1ccc(C(=O)N/N=C/c2ccncc2)cc1
(7) O=C(NCc1ccco1)/C(=C\c1ccc(F)cc1)NC(=O)c1ccco1
(8) Cc1cc(C)c2c(C)c(C(=O)Nc3c(C)n(C)n(-c4ccccc4)c3=O)oc2c1

assay / compound	1	2	3	4	5	6	7	8
FAS TE block	0	0	-6	16	22	-6	-6	-10
eLon inh	-6	5	3	-47	1	-7	-8	-3
Neddyl block	i	i	i	i	i	i	i	i
Rin1-Abl PPI inh	-2	-2	-1	4	2	0	-1	0
MsrA act	-1	-3	-2	-7	-12	-9	-4	1
PABP1 MLLE inh	-4	14	3	-33	11	5	-6	-10
CSN inh	-4	-2	0	18	14	-5	0	0
MsrA inhibitor	0.7	-1.1	-0.5	0.6	x	4.0	-0.7	0.6
Tb MetRS inh	0.7	-0.3	0.0	-0.5	0.0	0.2	-0.6	-0.3

(9) CC(C)CC(=O)Nc1ccccc1-c1nnn(CC(=O)N2CCOCC2)n1
(10) CC(=O)N/N=C/C1=CCC2CC1C2(C)C (stereo not drawn)
(11) COc1ccccc1C1C(C(N)=O)=C(C)Nc2nc(-c3ccc(Cl)cc3)nn21 (stereo not drawn)
(12) C=C(C)Cn1c2ccc(NC(=O)NCC)cc2c(=O)n1C
(13) Cc1ccc(NC(=O)CN(C)C(=O)C2COc3ccccc3O2)cc1 (stereo not drawn)
(14) Cc1nn(CC(=O)NCCCc2ccccc2)c(C)c1[N+](=O)[O-]
(15) CC1Cc2ccccc2N1C(=O)CCNS(=O)(=O)c1cccc2nsnc12 (stereo not drawn)
(16) COC(=O)c1ccccc1NC(=O)c1cc2ncc(Br)cn2n1

assay / compound	9	10	11	12	13	14	15	16
FAS TE block	-4	-6	-2	-8	-3	24	-1	1
eLon inh	-8	-14	-1	-1	-2	-4	0	-10
Neddyl block	i	i	i	x	i	i	i	i
Rin1-Abl PPI inh	-3	2	-1	-3	-4	-3	-5	0
MsrA act	-9	-9	-1	-2	-3	-5	-1	-4
PABP1 MLLE inh	8	0	-7	-2	-56	2	4	22
CSN inh	-2	-3	5	4	1	-8	3	6
MsrA inhibitor	-0.7	-1.1	-0.3	3.6	-0.1	0.3	1.6	-1.0
Tb MetRS inh	-0.3	-0.3	-0.4	-0.2	0.7	-0.7	-0.7	-0.8

(17) Cc1ccc(S(=O)(=O)Nc2cc(C)c(O)c(Sc3n[nH]c(C)n3)c2)cc1
(18) CCCN(CCC)CCCNC(=O)CN1C(=O)CSc2ccc(S(=O)(=O)N3CCOCC3)cc21
(19) CC(C)c1ccc(C(C)NC(=S)NC2CCCCC2)cc1 (stereo not drawn)
(20) CC1(CCc2ccccc2)NC(=O)N(CC(=O)Nc2ccccc2C#N)C1=O (stereo not drawn)
(21) CCOC(=O)C1CCCN(C(=O)/C=C/c2cc(OC)c(OC)c(OC)c2)C1 (stereo not drawn)
(22) Cc1c(-n2c(O)c(C3=c4ccccc4=NC3=O)sc2=O)c(=O)n(-c2ccccc2)n1C
(23) O=C(NCc1ccco1)[C@@H]1CSC2c3ccccc3C(=O)N21 (stereo partly drawn)
(24) CCCc1nnc(NC(=O)CCC(=O)N2CCN(Cc3ccc(F)cc3)CC2)s1

assay / compound	17	18	19	20	21	22	23	24
FAS TE block	-7	-4	22	-9	-5	-2	-3	-2
eLon inh	10	0	-3	5	2	-8	-6	-5
Neddyl block	i	i	i	i	i	i	i	i
Rin1-Abl PPI inh	-1	0	3	0	1	6	2	1
MsrA act	-1	-4	-3	-2	-5	-2	-3	0
PABP1 MLLE inh	42*	2	-84	-3	9	47*	28	-16
CSN inh	-5	-1	-5	-5	-2	-4	3	-5
MsrA inhibitor	-1.0	1.9	-0.6	-0.8	1.0	2.2	-0.8	1.0
Tb MetRS inh	-0.4	0.1	-0.1	0.4	-0.1	-0.5	-0.3	-0.2

(25) COc1ccc(C2=CSC(/N=C/c3ccc(F)cc3)=NN2)cc1
(26) CC(C)c1ccc(CNC(=O)CSCC(=O)Nc2ccc3ccccc3c2)cc1
(27) Cc1cc(NC(=O)CSc2nc3c(c(-c4cccnc4)c2C#N)CCC3)no1
(28) COc1ccc(C(=O)Nc2ccc(C(=O)c3ccccc3)cc2)cc1
(29) CN(C)c1ccc(/C=C(\NC(=O)c2ccccc2)C(=O)NCc2cccnc2)cc1
(30) O=C(O)CC/C(=N/NC(=O)c1cn(-c2ccccc2)nc1-c1ccccc1)C(=O)O
(31) O=C(CCNC(=O)C1CCN(S(=O)(=O)c2ccccc2)CC1)NCc1cccnc1
(32) Cc1[nH]n(-c2ccccc2)c(=O)c1C=NCC1CCCO1 (stereo not drawn)

assay / compound	25	26	27	28	29	30	31	32
FAS TE block	1	28	-5	4	-24	-4	-5	-5
eLon inh	10	-5	-5	6	-91	4	-3	-1
Neddyl block	i	i	i	i	i	i	i	i
Rin1-Abl PPI inh	-1	-1	1	-2	-3	-4	2	-2
MsrA act	-4	-1	-2	-2	-4	-1	-8	-6
PABP1 MLLE inh	26	-10	1	3	-103	4	-4	-6
CSN inh	2	-4	12	-1	19	4	-2	-4
MsrA inhibitor	1.7	-1.0	0.0	0.9	3.7	-0.5	0.1	1.1
Tb MetRS inh	-0.3	-0.6	-1.0	-0.7	-0.2	0.2	-0.5	-0.1

(33) CN(CC(=O)Nc1c(Cl)cccc1Cl)C(=O)c1ccccc1SCC(=O)N1CCCC1
(34) Fc1ccc(NC(=S)N2CCOCC2)c(F)c1
(35) CC1CCN(CCCNC(=O)c2ccc(CSCc3cccc(Cl)c3)o2)CC1
(36) CN(C)c1cccc(C(=O)NNC(=S)NC2CC3CCC2C3)c1 (stereo not drawn)
(37) CCCn1c(=O)[nH]c(=O)c2c(C(F)(F)F)cc(-c3ccc(C)cc3)nc21
(38) COc1ccc(CCN(C)CCN2C(=O)c3ccccc3C2=O)cc1OC
(39) CCN(CC)C(=O)c1cccc(-c2csc(C(NC(C)=O)c3ccccc3)n2)c1 (stereo not drawn)
(40) COCCN1CCCC(CNCc2cn(C)nc2-c2ccc(Oc3ccccc3)cc2)C1 (stereo not drawn)

assay / compound	33	34	35	36	37	38	39	40
FAS TE block	-4	-7	-6	1	2	-4	2	-6
eLon inh	-2	-8	6	2	1	-8	-13	9
Neddyl block	i	i	i	i	x	i	i	i
Rin1-Abl PPI inh	0	-2	-3	3	0	0	-9	4
MsrA act	-1	-5	0	-4	-2	-4	2	-5
PABP1 MLLE inh	0	1	8	-2	10	2	-11	10
CSN inh	-4	2	1	-5	6	2	-6	-2
MsrA inhibitor	-1.0	0.1	0.1	-0.2	0.1	-0.3	0.0	-0.4
Tb MetRS inh	0.4	0.1	-0.9	-0.2	-1.0	-1.4	-0.2	-1.1

(41) CCCCCCCCNc1ncnc2[nH]ncc12
(42) CCC(C)C(NC(=O)c1ccccc1NC(=O)c1ccco1)C(=O)O (stereo not drawn)
(43) COc1ccc(-n2c(C)cc(SC)c(C(C)=O)c2=S)cc1
(44) COc1ccc(NC(=O)CSc2n[nH]c(=O)n2C2CC2)cc1OC
(45) Cc1ccccc1CS(=O)(=O)CCC(=O)NCCCN1CCN(c2ccccc2F)CC1
(46) CCOc1ccc(-c2cn3ccccc3n2)cc1[N+](=O)[O-]
(47) CCc1ccccc1-n1nnnc1SCC(=O)Nc1cc(C)on1
(48) Cn1c(CNc2ccccc2)nc2ccccc21

assay / compound	41	42	43	44	45	46	47	48
FAS TE block	-5	-9	-5	-3	-7	7	2	-3
eLon inh	1	-9	-4	8	-9	3	-1	-3
Neddyl block	i	i	i	i	i	i	i	i
Rin1-Abl PPI inh	4	4	-4	0	2	-3	-1	-1
MsrA act	1	-4	-11	-7	-1	-3	0	2
PABP1 MLLE inh	5	7	-96	-5	-3	7	-11	-8
CSN inh	-3	-5	3	-3	6	-1	4	-10
MsrA inhibitor	0.0	-0.4	0.8	1.7	0.1	1.4	-0.4	-0.7
Tb MetRS inh	0.1	-0.5	0.1	-0.4	-1.1	0.9	-1.0	-0.6

(49) COc1ccc(-n2c(C)nnc2SCC(=O)Nc2ccccc2F)cc1
(50) Cc1ccc(S(=O)(=O)N2CCN(C(=O)COC(=O)/C=C/c3cccc(Cl)c3)CC2)c(C)c1
(51) COc1ccc(-c2nn(-c3ccccc3)cc2CN2CCCO2)c(F)c1
(52) CC(C)(C)C(=O)NC(=S)Nc1ccc(Cc2ccncc2)cc1
(53) O=C(Nc1ccc(Cl)cc1)Nc1nnc(CSCc2ccccc2)s1

assay / compound	49	50	51	52	53
FAS TE block	-4	35	2	-7	4
eLon inh	3	4	4	16	20
Neddyl block	i	i	i	i	i
Rin1-Abl PPI inh	6	-3	2	-2	-2
MsrA act	0	-1	-3	-3	-13
PABP1 MLLE inh	-10	5	0	27	6
CSN inh	-3	2	6	1	0
MsrA inhibitor	0.8	0.9	0.2	0.5	0.4
Tb MetRS inh	-0.3	-0.4	0.4	-0.8	-1.3

Arranged by heavy-atom count (falling): some entries from above.
(50) Cc1ccc(S(=O)(=O)N2CCN(C(=O)COC(=O)/C=C/c3cccc(Cl)c3)CC2)c(C)c1
(51) COc1ccc(-c2nn(-c3ccccc3)cc2CN2CCCO2)c(F)c1
(53) O=C(Nc1ccc(Cl)cc1)Nc1nnc(CSCc2ccccc2)s1
(44) COc1ccc(NC(=O)CSc2n[nH]c(=O)n2C2CC2)cc1OC
(52) CC(C)(C)C(=O)NC(=S)Nc1ccc(Cc2ccncc2)cc1
(43) COc1ccc(-n2c(C)cc(SC)c(C(C)=O)c2=S)cc1
(48) Cn1c(CNc2ccccc2)nc2ccccc21

assay / compound	50	51	53	44	52	43	48
FAS TE block	35	2	4	-3	-7	-5	-3
eLon inh	4	4	20	8	16	-4	-3
Neddyl block	i	i	i	i	i	i	i
Rin1-Abl PPI inh	-3	2	-2	0	-2	-4	-1
MsrA act	-1	-3	-13	-7	-3	-11	2
PABP1 MLLE inh	5	0	6	-5	27	-96	-8
CSN inh	2	6	0	-3	1	3	-10
MsrA inhibitor	0.9	0.2	0.4	1.7	0.5	0.8	-0.7
Tb MetRS inh	-0.4	0.4	-1.3	-0.4	-0.8	0.1	-0.6
